Screening data (PubChem BioAssay)
Anthrax LF prot – Bacillus anthracis LF protease inhibitors, primary screen, biochemical, multiplex microsphere, MLPCN library; Lethal factor (Bacillus anthracis), P15917; multiplex microsphere protease cleavage assay; inhibition, % at 10 µM; hit rate 0.12% among 360,000; AID 588501, 2011; also: plate controls were buffer without enzyme for full effect and enzyme alone for no effect
Target sequence (P15917 whole entry, looked up): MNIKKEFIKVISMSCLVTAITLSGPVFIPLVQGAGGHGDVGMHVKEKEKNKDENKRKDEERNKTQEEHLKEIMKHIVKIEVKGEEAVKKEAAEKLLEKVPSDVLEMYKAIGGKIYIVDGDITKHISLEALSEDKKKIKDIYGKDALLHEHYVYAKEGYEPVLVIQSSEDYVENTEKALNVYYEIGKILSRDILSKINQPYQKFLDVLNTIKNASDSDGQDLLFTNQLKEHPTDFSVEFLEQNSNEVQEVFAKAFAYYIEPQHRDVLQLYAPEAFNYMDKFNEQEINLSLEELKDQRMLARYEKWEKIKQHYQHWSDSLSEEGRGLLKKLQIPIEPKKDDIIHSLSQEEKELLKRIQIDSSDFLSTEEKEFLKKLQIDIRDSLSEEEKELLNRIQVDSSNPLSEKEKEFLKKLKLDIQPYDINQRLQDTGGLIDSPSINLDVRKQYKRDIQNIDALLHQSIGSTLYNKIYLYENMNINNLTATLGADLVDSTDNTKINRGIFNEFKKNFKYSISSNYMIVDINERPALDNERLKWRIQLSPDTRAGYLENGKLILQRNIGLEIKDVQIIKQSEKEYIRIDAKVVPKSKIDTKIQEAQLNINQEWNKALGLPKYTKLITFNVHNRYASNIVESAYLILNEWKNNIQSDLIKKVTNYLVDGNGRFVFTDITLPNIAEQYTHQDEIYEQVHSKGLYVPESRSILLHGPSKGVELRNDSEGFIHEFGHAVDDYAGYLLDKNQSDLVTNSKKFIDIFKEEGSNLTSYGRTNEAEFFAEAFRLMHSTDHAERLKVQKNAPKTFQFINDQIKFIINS
BoNT-F LC inh – BoNT/F light chain protease inhibitors, primary screen, biochemical, flow cytometry, MLPCN library. Multiplex microsphere protease cleavage assay. Botulinum neurotoxin type F light chain protease (Clostridium botulinum). AID 588497, 2011. inhibition, % at 10 µM. hit rate 0.22% among 360,000; in the data active = inhibition above about 35%, passing the limit was not always enough; inconclusive = no clear call, values can overlap the other calls; also: plate controls were buffer without enzyme for full effect and enzyme alone for no effect
PfHsp40 yeast – rescue of yeast from PfHsp40 toxicity, primary screen, S. cerevisiae, ATP luminescence; S. cerevisiae expressing PfHsp40, growth rescue; growth rescue, % at 12.5 µM; hit rate 0.68% among 340,000; in the data active = growth rescue above about 28%, passing the limit was not always enough; inconclusive = no clear call, values can overlap the other calls;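 also: yeast W303a lacking pdr1 and pdr3 grown in galactose medium; growth measured after three days at 30 °C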
Yp Topo-I inh – Yersinia pestis topoisomerase I inhibitors, primary screen, biochemical, cleavage product accumulation, plate reader, single point; AID 504884, 2011; activity, % at 10 µM; hit rate 0.064% among 360,000; Y. pestis Topo-I cleavage product accumulation; in the data active = activity above about 50%, passing the limit was not always enough; inconclusive = no clear call, values can overlap the other calls; also: inactives centre near 2
CCHF vOTU inh – CCHFV vOTU protease inhibitors, primary screen, biochemical, Pep-AMC substrate, fluorescence; inhibition, % at 11.5 µM; hit rate 0.55% among 370,000; AID 651958, 2012; Crimean-Congo hemorrhagic fever virus L polyprotein viral ovarian tumor (vOTU) protease …; in the data active = inhibition above about 30%; also: 0% = vehicle wells with enzyme and 100% = no enzyme wells
PrPC surface inh – inhibitors of human cell surface prion protein PrPC, primary screen, cell-based, TR-FRET | Major prion protein (Homo sapiens), P04156 | TR-FRET read-out | inhibition, % at 13.8 µM | hit rate 0.43% among 370,000; in the data active = inhibition above about 24%; also: 0% = median of the test wells and 100% = reference compound wells
FadD28 FP inh – inhibitors of FadD28 bisubstrate probe binding, primary screen, biochemical, fluorescence polarization, single point; hit rate 0.22% among 360,000; inhibition, % at 12.5 µM; in the data active = inhibition above about 8.5%, passing the limit was not always enough; inconclusive = no clear call, values can overlap the other calls
BoNT A protease – BoNT/A light chain protease inhibitors, primary screen, biochemical, flow cytometry, MLPCN library; multiplex microsphere protease substrate cleavage; inhibition, % at 10 µM; hit rate 0.17% among 360,000; also: plate controls were buffer without enzyme for full effect and enzyme alone for no effect
TcdB GH inh – TcdB glycohydrolase inhibitors, primary screen, biochemical, single point, plate reader. AID 652162, 2013. inhibition, % at 9.99 µM. hit rate 0.24% among 350,000. TcdB glycohydrolase enzymatic assay; in the data active = inhibition above about 10%
* = called active by the depositor; ? = inconclusive; · = no result given. Rule as the data show it, unless noted: active = inhibition above about 30%; inconclusive = no clear call, values can overlap the other calls; inactive = below that.

1: COc1ccccc1CNC(=O)CCN1C(=O)c2ccccc2C1=O
2: COc1cc(-c2coc3c(C(=O)Nc4ccc(C(C)C)cc4)cccc23)ccc1O
3: Cc1csc(SCc2ccccc2C(=O)O)n1
4: Nc1ccn([C@@H]2O[C@H](C(=O)N[C@H]3c4ccccc4C[C@H]3O)[C@@H](O)[C@H]2O)c(=O)n1
5: O=C1Nc2ccccc2C(O)(C(=O)NC2CC2)N1c1ccc(Cl)c(Cl)c1 (configuration not stated)
6: COc1cccc(CC(NC(C)=O)C(=O)NC2CCN(S(=O)(=O)c3ccc(F)cc3)CC2)c1OC (configuration not stated)
7: COc1ccc(-c2c(C#N)c(SCC(N)=O)nc3c2CCCC3)cc1
8: CCCNC(=O)Nc1cccc(C(=O)OC)c1
assay / entry	1	2	3	4	5	6	7	8
Anthrax LF prot	-2	1	1	-4	1	1	-4	-15
BoNT-F LC inh	4	4	-3	-3	2	2	-4	?
PfHsp40 yeast	0.2	·	0.1	·	1.5	0.6	2.0	-0.6
Yp Topo-I inh	16	-2	4	·	5	-6	30	4
CCHF vOTU inh	-5	14	-31	7	17	-11	23	0
PrPC surface inh	-3	5	-3	1	3	-3	-2	-1
FadD28 FP inh	-2.7	-3.4	-1.5	-0.5	-3.8	-1.6	-0.7	-1.9
BoNT A protease	-3.7	-0.1	-0.5	-0.2	0.6	0.2	-1.0	?
TcdB GH inh	0.8	0.0	·	1.2	·	0.0	0.6	1.9

2 entries from above, reformatted:
6	COc1cccc(CC(NC(C)=O)C(=O)NC2CCN(S(=O)(=O)c3ccc(F)cc3)CC2)c1OC (configuration not stated)
  Anthrax LF prot = 1; BoNT-F LC inh = 2; PfHsp40 yeast = 0.6; Yp Topo-I inh = -6; CCHF vOTU inh = -11; PrPC surface inh = -3; FadD28 FP inh = -1.6; BoNT A protease = 0.2; TcdB GH inh = 0.0
7	COc1ccc(-c2c(C#N)c(SCC(N)=O)nc3c2CCCC3)cc1
  Anthrax LF prot = -4; BoNT-F LC inh = -4; PfHsp40 yeast = 2.0; Yp Topo-I inh = 30; CCHF vOTU inh = 23; PrPC surface inh = -2; FadD28 FP inh = -0.7; BoNT A protease = -1.0; TcdB GH inh = 0.6

(list continues)
9: O=C(CCSc1ccccc1)Nc1ccc(S(=O)(=O)N2CCOCC2)cc1
10: CC(NCc1cc(Br)ccc1OCC(N)=O)C12CC3CC(CC(C3)C1)C2 (configuration not stated)
11: COc1ccccc1C(CNC(=O)c1ccc(NS(=O)(=O)c2ccc(F)c(C)c2)cc1)N1CCCC1 (configuration not stated)
12: NC(=O)C1CCN(CC(=O)c2c[nH]c3ccc(F)cc23)CC1
13: Cc1ccc(-c2[nH][nH]c(=O)c(=O)c2N=Nc2ccccc2)cc1
14: COc1ccc(Cc2nc3ccc(C(=O)N4C[C@@H](C)O[C@@H](C)C4)cc3o2)cc1OC
15: Cc1onc(-c2ccccc2Cl)c1C(=O)NC(C)c1ccccc1 (configuration not stated)
16: Cc1ccccc1NC(=S)NCc1ccc2c(c1)cc(C)n2C
assay / entry	9	10	11	12	13	14	15	16
Anthrax LF prot	-2	-36	-1	0	0	-2	5	0
BoNT-F LC inh	4	?	-6	-9	6	-5	-3	-20
PfHsp40 yeast	4.5	-0.9	-0.9	0.0	-0.5	-0.6	-0.5	0.5
Yp Topo-I inh	-5	15	-2	-11	-2	11	2	13
CCHF vOTU inh	3	-10	6	1	16	12	9	-1
PrPC surface inh	2	-5	-12	4	6	6	-10	13
FadD28 FP inh	0.9	-3.1	-1.6	-0.5	-1.2	-0.7	-1.5	0.8
BoNT A protease	0.0	-68	4.9	0.5	-0.7	-0.6	1.2	12
TcdB GH inh	·	-0.6	2.1	·	-0.4	-2.9	-0.7	-0.6

Profiles as entered above.
`COc1ccccc1C(CNC(=O)c1ccc(NS(=O)(=O)c2ccc(F)c(C)c2)cc1)N1CCCC1` (configuration not stated) is listed with Anthrax LF prot = -1; BoNT-F LC inh = -6; PfHsp40 yeast = -0.9; Yp Topo-I inh = -2; CCHF vOTU inh = 6; PrPC surface inh = -12; FadD28 FP inh = -1.6; BoNT A protease = 4.9; TcdB GH inh = 2.1
`CC(NCc1cc(Br)ccc1OCC(N)=O)C12CC3CC(CC(C3)C1)C2` (configuration not stated) is listed with Anthrax LF prot = -36; BoNT-F LC inh = ?; PfHsp40 yeast = -0.9; Yp Topo-I inh = 15; CCHF vOTU inh = -10; PrPC surface inh = -5; FadD28 FP inh = -3.1; BoNT A protease = -68; TcdB GH inh = -0.6

Continued:
17: CCOC(=O)c1cnc2ccc(OCC)cc2c1N1CCN(C)CC1
18: CCOC(=O)N1CCC(NC(=O)Cn2c3c(c(-c4ccccc4Cl)cc2=O)CCC3)CC1
19: Cc1ccccc1C(=O)OCC(=O)NCC1COc2ccccc2O1 (configuration not stated)
20: COC(=O)C(NC(=O)CSc1nc(N)cc(=O)[nH]1)c1ccccc1 (configuration not stated)
21: CCC(C)NS(=O)(=O)c1ccc(S(=O)(=O)N2CCCC3(CCCCC3)C2)cc1 (configuration not stated)
22: CCN1CCN(c2ccc(S(=O)(=O)N3CCCCC3)cc2NC(=O)COc2ccc(F)cc2Cl)CC1
23: COc1ccc(/C=N/N2C(=O)C3C4C=CC(C4)C3C2=O)cc1[N+](=O)[O-] (configuration not stated)
24: COC(=O)[C@]12CCCCC=C1N(Cc1ccccc1)C(=O)[C@H](CC(=O)NCCc1ccccc1OC)C2
assay / entry	17	18	19	20	21	22	23	24
Anthrax LF prot	0	0	2	-6	-5	8	-5	6
BoNT-F LC inh	2	-5	-5	-2	0	-8	-5	2
PfHsp40 yeast	-1.5	-1.1	3.0	2.0	2.5	0.4	-1.3	·
Yp Topo-I inh	1	25	14	-3	3	23	6	·
CCHF vOTU inh	10	8	-2	12	-1	6	-1	7
PrPC surface inh	-6	10	6	-7	0	7	-10	0
FadD28 FP inh	-3.4	-2.7	-2.0	1.2	-1.3	-2.2	0.6	·
BoNT A protease	-0.5	-0.2	-0.7	0.1	1.6	-1.3	0.3	0.3
TcdB GH inh	·	-0.9	2.6	0.3	0.8	0.4	0.8	0.3

25: CN1CCN(C(=O)c2ccc(Cl)c(S(=O)(=O)N3CCCCCC3)c2)CC1
26: N#Cc1ccc(-c2ccc(Cl)cc2)nc1Oc1ccc(F)cc1
27: CCOc1ccc(CCn2c(-c3ccco3)nc3ccccc3c2=O)cc1OCC
28: CC1(C)CCCN(C(=O)N2c3ccccc3Sc3ccccc32)C1
assay / entry	25	26	27	28
Anthrax LF prot	-3	-9	-2	1
BoNT-F LC inh	-4	-11	-6	-2
PfHsp40 yeast	-1.8	-1.0	0.9	-1.7
Yp Topo-I inh	4	2	7	14
CCHF vOTU inh	-8	-5	4	7
PrPC surface inh	1	-4	-4	0
FadD28 FP inh	-0.5	-1.0	-2.2	-0.6
BoNT A protease	-0.7	-1.0	-0.7	0.4
TcdB GH inh	·	·	·	2.0
